Nrf2 activator: qHTS of Nrf2 Activators | AID 624171, 2012 | AREc32 ARE-luciferase reporter (MCF7-derived line), luminescence, 24 h | Potency, µM (highest dose often 46.1 µM), inactives show top-dose activation, most hits filed as activators | 410,000 compounds, 0.31% hits; note: potency is the fitted concentration of half-maximal effect; % of control where 0% means no effect; nearly all actives have a fitted effect of over 65% in size
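Luciferase luminescence (Steady-Glo, 30 min at room temperature) served as the read-out of ARE activation in AREc32 cells treated with compounds for 24 hr at 37 deg C.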
Nrf2 block: Nrf2 qHTS screen for inhibitors | AID 504444, 2011 | Potency, µM (series often up to 46 µM), without a hit: at the highest dose activity change, negative = inhibition, most hits filed as inhibitors | 360,000 compounds, 2.1% hits | A549 ARE-Fluc reporter, luciferase luminescence, 18-24 h; note: potency is the fitted concentration of half-maximal effect; % is set by controls: 0 for no effect and ±100 for the full control effect; nearly all actives have a fitted effect of over 60% in size
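Two sequential reads on A549 ARE_Fluc cells exposed to compound for 18-24 h: a CellTiter-Fluor fluorescence read for viability, then a luciferase luminescence read for Nrf2/ARE activity.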
EPAC2 agonist: qHTS for Agonist of cAMP-regulated guanine nucleotide exchange factor 4 (EPAC2): primary screen; AID 720711, 2013; Rap guanine nucleotide exchange factor 4 (Homo sapiens), Q8WZA2; EPAC2 activation, biochemical qHTS; response scale: 100% = 6.5 mM cAMP response; Potency, µM (titrated, usually from 154 µM), inactives show top-dose activation, actives largely listed as activators; 360,000 compounds, 0.079% hits; note: potency is the fitted concentration of half-maximal effect; nearly all actives have a fitted effect of over 50% in size
Target sequence (Q8WZA2 whole entry, looked up): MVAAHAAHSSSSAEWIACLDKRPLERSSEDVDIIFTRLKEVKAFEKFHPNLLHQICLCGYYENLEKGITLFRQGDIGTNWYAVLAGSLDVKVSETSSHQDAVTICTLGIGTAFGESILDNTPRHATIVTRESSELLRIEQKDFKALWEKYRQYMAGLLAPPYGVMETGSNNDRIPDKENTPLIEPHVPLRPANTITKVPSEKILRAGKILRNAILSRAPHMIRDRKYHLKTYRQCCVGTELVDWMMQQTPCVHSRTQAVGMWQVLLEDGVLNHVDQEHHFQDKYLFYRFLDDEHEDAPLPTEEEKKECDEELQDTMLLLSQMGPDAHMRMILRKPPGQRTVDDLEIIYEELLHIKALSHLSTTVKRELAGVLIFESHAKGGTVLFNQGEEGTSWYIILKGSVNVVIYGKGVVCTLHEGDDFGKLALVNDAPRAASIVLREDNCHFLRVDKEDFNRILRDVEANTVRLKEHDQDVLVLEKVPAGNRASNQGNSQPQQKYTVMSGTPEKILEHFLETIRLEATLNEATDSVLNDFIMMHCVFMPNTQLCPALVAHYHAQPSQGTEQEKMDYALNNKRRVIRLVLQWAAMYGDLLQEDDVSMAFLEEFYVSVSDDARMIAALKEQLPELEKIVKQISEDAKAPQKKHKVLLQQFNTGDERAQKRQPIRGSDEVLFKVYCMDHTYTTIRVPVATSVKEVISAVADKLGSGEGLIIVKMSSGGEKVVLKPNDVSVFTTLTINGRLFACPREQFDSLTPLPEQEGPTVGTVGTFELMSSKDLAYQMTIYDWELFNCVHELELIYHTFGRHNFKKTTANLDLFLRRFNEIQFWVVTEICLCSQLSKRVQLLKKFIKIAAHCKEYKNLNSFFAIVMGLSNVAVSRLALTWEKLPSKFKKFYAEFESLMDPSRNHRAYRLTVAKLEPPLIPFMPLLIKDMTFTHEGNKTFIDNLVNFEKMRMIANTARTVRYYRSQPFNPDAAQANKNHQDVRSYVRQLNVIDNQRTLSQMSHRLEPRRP
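Nucleotide exchange monitored as fluorescence drop when BODIPY-GDP leaves Rap1B. Reaction: 100 nM EPAC2, 250 nM RAP1B-BODIPY-GDP, 50 uM GDP, room temperature, kinetic read over 30 min. Activity expressed relative to 6.5 mM cAMP.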
A549 tox: Nrf2 qHTS screen for inhibitors: counterscreen for cytotoxicity | A549 ARE-Fluc cells, CellTiter-Fluor viability, 18-24 h | Potency, µM (series often up to 46 µM), without a hit: top-dose activity change, negative = cytotoxicity, usual class: inhibitors | AID 504648, 2011 | 390,000 compounds, 0.16% hits; note: potency is the fitted concentration of half-maximal effect; % is set by controls: 0 for no effect and ±100 for the full control effect
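A549 ARE_Fluc cells in 5% FBS OPTI-MEM were exposed to compounds in concentration-response for 18-24 h at 37 deg C. Viability was read by CellTiter-Fluor fluorescence (Ex 405/Em 525) after 30 min, before the luciferase read.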
CCT modulator: High-Throughput Screening for Modulators of Cytosolic Chaperonin Activity | 360,000 compounds, 0.3% hits | purified chaperonin ATPase assay, HTRF ADP detection, 30 min | AID 651819, 2012 | activity change, % (concentration not given with the values), hits read low; in the data active = activity change below about -30%; note: % is set by controls: 0 for no effect and ±100 for the full control effect
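ATPase activity: ADP formed was measured by HTRF Transcreener (665/615 nm ratio) after 30 min at 37 deg C with 10 uM ATP. Compounds screened at one 76 uM concentration against 40 or 20 nM TRiC in Tris pH 7.4/KCl/MgCl2/DTT buffer.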
TGFb SMAD3 inh: qHTS for Inhibitors of TGF-b; AID 588855, 2011; 410,000 compounds, 1.2% hits; Potency, µM (top dose mostly 46.1 µM), for inactives: top-dose activity, negative = inhibition, usual class: inhibitors; HepG2 CAGA-GFP TGF-b/SMAD3 reporter, GFP fluorescence, 18 h; TGF-beta stimulated, 500 pg/mL final; note: potency is the fitted concentration of half-maximal effect; % is set by controls: 0 for no effect and ±100 for the full control effect; nearly all actives have a fitted effect of over 65% in size
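HEPG2 CAGA-GFP cells (1000/well, DMEM with 1% FBS) were pre-incubated 2 h at 37 degrees C, given compound by pin tool, then stimulated with TGF-beta at 500 pg/mL final for 18 h before per-cell GFP fluorescence imaging.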
EPAC2 antagonist: qHTS for Antagonist of cAMP-regulated guanine nucleotide exchange factor 2 (EPAC2): primary screen; 360,000 compounds, 0.18% hits; Potency, µM (titrated, usually from 114 µM), for the others: top-dose activity, negative = inhibition, hits mostly inhibitors; Rap guanine nucleotide exchange factor 4 (Homo sapiens), Q8WZA2; EPAC2 GEF exchange of Rap1B-BODIPY-GDP, fluorescence; note: potency is the fitted concentration of half-maximal effect; % is set by controls: 0 for no effect and ±100 for the full control effect; nearly all actives have a fitted effect of over 45% in size; many of its hits are not listed in these tables
Akt phos inh: HTS Assay for Inhibitors of Akt Phophorylation: Primary Screen; 360,000 compounds, 0.32% hits; AID 651550, 2012; activity change, % for hits at 50 µM; Neuro2A IGF-stimulated pAkt S473 HTRF, 20 min; hits give low values; in the data active = activity change below about -80%; inconclusive = mostly about -51% to -80%; note: % is set by controls: 0 for no effect and ±100 for the full control effect
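Neuro2A cells (4,500/well, DMEM with 0.5% FBS) were treated with compound at a single 50 µM final concentration, stimulated with 6 nM IGF for 20 min at 37 °C, and lysed. Phospho-Akt Ser473 was read by HTRF as 665/615 ratio ×10^4.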
Mm-Cpn inhibitor: Inhibitors of TCP-1 ring complex (TRiC) of Methanococcus maripaludis (MmCpn): qHTS; AID 504842, 2011; Potency, µM (doses to about 76.9 µM), for inactives: at the highest dose activity, negative = inhibition, hits mostly inhibitors; Chaperonin Mm-Cpn (Methanococcus maripaludis); 330,000 compounds, 0.031% hits; purified Mm-Cpn ATPase, ADP Transcreener TR-FRET; note: potency is the fitted concentration of half-maximal effect; % is set by controls: 0 for no effect and ±100 for the full control effect; nearly all actives have a fitted effect of over 80% in size
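ATPase turnover read by TR-FRET ADP competition (Eu cryptate antibody/ADP-d2, 665/590 nm): 10uM ATP final, 25nM Mm-CPN final, 30 min 37degC after 10-min compound preincubation, pH 7.4 Tris/KCl/MgCl2/DTT buffer.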
An asterisk follows results filed as active; i = inactive; ? = inconclusive; . = no result given; [ ] = remark or other dose. Unless noted, calls come from the whole dose curve; as a rule, active = well fitted curve in the direction sought with a large enough effect; inconclusive = small, poorly fitted or top-dose-only effect, or another doubt; inactive = no such curve, though single readings can be large; an effect the other way counts as inactive or inconclusive. A portion of the library; count on the stated rates, not on these rows.

SMILES | Nrf2 activator | Nrf2 block | EPAC2 agonist | A549 tox | CCT modulator | TGFb SMAD3 inh | EPAC2 antagonist | Akt phos inh | Mm-Cpn inhibitor
S=C(Nc1ccccc1)Nc1ccc(OCc2ccc(Cl)cc2Cl)cc1 | -2.3% | 18.4µM* | -0.5% | 3.3% | 0.9 | -23.9% | 18.5% | i | 0.9%
O=C1NC2c3ccccc3CC2O1 (stereo not given) | -0.2% | 17.0% | 2.0% | 0.1% | 0.1 | 0.3% | -3.6% | i | 3.6%
O=C(O)c1sccc1NC(=O)c1c(Cl)cccc1Cl | -0.6% | -4.6% | 3.6% | -15.5% | 0.4 | 6.2% | -3.3% | i | 0.5%
COc1ccc(NC(=O)CN(C)S(=O)(=O)c2ccc(Br)s2)cc1 | 0.5% | ? | 7.9% | -1.1% | 2.0 | 2.2% | -9.1% | i | -3.4%
C=CCC1(C#N)C(=S)NC2=C(C(=O)CC(C)(C)C2)C1c1ccc(Br)cc1 (stereo not given) | 0.1% | -4.7% | 0.1% | -3.4% | 0.7 | -9.6% | 9.6% | i | -1.1%
CC(C)c1ccc(C2C(C(=O)c3ccco3)=C(O)C(=O)N2CC2CCCO2)cc1 (stereo not given) | 0.1% | -6.9% | 16.5% | 4.0% | -2.9 | -3.5% | 12.4% | i | -3.9%
COc1ccc(OC)c(NC(=O)c2cnc(Nc3ccccc3OC)c3ccccc23)c1 | 0.6% | -26.2% | 1.6% | -8.4% | -1.4 | 14.4% | -17.3% | i | -20.8%
COc1cc(OC)c(Nc2cc(C)nc3nc(C)nn23)cc1Cl | 8.1% | -12.4% | 9.2% | 8.9% | 1.2 | 35.3%[activator] | 8.4% | i | -2.4%
Cc1[nH]n(-c2ccccc2)c(=O)c1/C=N/NC(=O)C(C)C | 6.1% | ? | 0.6% | ? | -0.7 | 11.8% | 0.9% | i | -4.8%
CC(C)(C)c1ccc(C(=O)N2CCC2(C)C(=O)NCCC#N)cc1 (stereo not given) | 0.4%[9.22 µM] | . | -0.5% | . | -0.1 | 8.0% | 12.6% | i | .
Cc1ncc([N+](=O)[O-])n1CC(=O)NCCc1ccccc1 | -0.7% | -0.6% | 6.0% | -0.1% | 2.1 | 9.4% | -1.2% | i | -1.1%
COc1ccc(-c2noc(CCCOc3ccc(Cl)cc3Cl)n2)cc1 | -0.4% | ? | 9.9% | 14.7% | -1.2 | -7.6% | -4.6% | i | 0.3%
Nc1nc2c(ccc3ccccc32)s1 | 6.0% | 21.3% | 7.7% | ? | -12.2 | 2.4% | -7.8% | i | .
CCOc1ccc(NC(=O)Cn2sc3nc(C)cc(C)c3c2=O)cc1 | -0.4% | 2.0% | -0.4% | 0.6% | 0.1 | 11.2µM* | 6.8% | i | 0.3%
COc1ccc(-n2nc(C(=O)N3CCCCC3)c3ccccc3c2=O)cc1 | -0.2% | -12.7% | 8.5% | ? | -2.3 | 3.0% | 2.3% | i | -0.7%
N#CCCn1cc(C(CC(=O)c2ccccc2)C(=O)O)c2ccccc21 (stereo not given) | 1.9% | -6.0% | 2.1% | -14.0% | 0.6 | -5.0% | 4.9% | i | -0.7%
COc1cccc(OC)c1C(=O)Nc1ccnn1C | 0.1% | 7.0% | 4.3% | -0.7% | -0.6 | -5.3% | 0.4% | i | 0.8%
COc1cccc(OC)c1C(=O)OCc1c(-c2ccccc2)ncc2ccccc12 | 13.0% | -9.1% | 4.0% | -7.0% | -3.2 | -15.9% | 0.4% | i | -12.3%
O=C(COC(=O)c1ccc2ncsc2c1)NC(=O)NCc1ccccc1 | 0.8% | 0.6% | -6.6% | -3.3% | 1.7 | -3.4% | -5.0% | i | -8.4%
CC(=Nc1ccc(C)c(C)c1)C1=C(O)CCC1=O | 9.8% | . | 11.8% | -1.6% | -0.2 | -0.4% | 4.7% | i | -1.1%
COc1cccc(OCC(O)CN2CCC(Cc3ccccc3)CC2)c1 (stereo not given) | 0.3% | 23.2% | 5.4% | -3.0% | 0.0 | -2.6% | 4.1% | i | -2.4%
O=[N+]([O-])c1cc([N+](=O)[O-])c(Oc2cc(Cl)cc(Cl)c2)cc1NN1CCCCC1 | -0.1% | 3.6% | 5.4% | 2.0% | 1.7 | 6.7% | 8.0% | i | -1.0%
Cc1nn(C)c(C)c1CNC(=O)/C=C/c1ccccc1F | 3.5% | -13.5% | 12.4% | -8.7% | 0.2 | 3.3% | 18.9% | i | -0.2%
COc1ccc(NC(=O)c2cc(-c3cc(F)ccc3OC(C)C)n[nH]2)cc1OC | 4.4% | . | 17.1% | . | -3.4 | 25.1% | -3.6% | i | .
CCC(=O)Nc1c2c(nn1-c1ccccc1)CSC2 | -0.2% | 6.9% | 5.4% | -2.4% | -7.2 | -5.2% | 5.3% | i | 0.4%
CC(=O)Nc1ccc(CN2C(=O)C(CCc3ccccc3)ON=C2c2cnccn2)cc1 (stereo not given) | 1.1% | . | 2.4% | . | -0.8 | -2.4% | -5.4% | i | .
Cc1csc(NC(=O)c2ccco2)n1 | ? | 25.3% | 1.0% | -14.7% | -13.9 | 14.6% | 0.0% | i | -0.3%
COc1ccc2cc(C(=O)NCc3ccco3)c(=O)oc2c1 | 2.8% | -11.5% | 1.9% | -13.7% | -1.0 | 1.7% | -1.7% | i | -4.1%
CCC(C(=O)NCCc1ccc(Cl)cc1)n1ccc2cc(S(=O)(=O)N3CCCCC3)ccc21 (stereo not given) | 4.0% | ? | . | -8.7% | . | -26.7% | . | . | .
CSc1cccc(NC(C)=O)c1 | -0.7% | -4.2% | 2.3% | -1.9% | -1.6 | 10.4% | -0.3% | i | 0.5%
O=C(CN1C(=O)NC2(CCCC2)C1=O)Nc1ccc(C(F)(F)F)cc1 | 0.1% | -18.7% | -1.8% | -7.9% | 0.8 | -9.3% | -27.3% | i | 0.3%
NS(=O)(=O)c1ccc(Nc2ccccc2)c([N+](=O)[O-])c1 | 0.6% | ? | 5.0% | 0.0% | 1.0 | 6.8% | -9.0% | i | 1.6%
O=C(O)C1C2CCC(O2)C1C(=O)Nc1ccc(Cl)cc1F (stereo not given) | 2.1% | -4.9% | -1.5% | -0.5% | -0.5 | 6.0% | 6.6% | i | -2.6%
O=C(c1ccccc1C(=O)N1CCN(c2ccc(F)cc2)CC1)N1CCN(c2ccc(F)cc2)CC1 | -0.6% | ? | 2.9% | -9.3% | -1.0 | ? | -4.6% | i | -0.1%
COc1ccccc1C(=O)NCCC(=O)OCC(=O)Nc1ccc(S(N)(=O)=O)cc1 | -0.1% | 9.3% | 0.8% | -5.7% | 2.8 | 5.6% | 11.5% | i | 1.1%
C#CCNC(=O)c1ccc(OCc2ccccc2)cc1Cl | -0.1% | 14.2% | 9.9% | -1.4% | -5.1 | 10.7% | 8.0% | i | 0.1%
COc1ccc(/C=N\NC(=O)c2ccc([N+](=O)[O-])c(C)c2)cc1COc1ccccc1C(N)=O | 4.3% | 1.8% | 1.3% | 7.5% | 0.9 | -11.3% | 1.7% | i | -8.7%
Cc1cccc(C)c1NC(=O)Cn1c(=O)n(CCCC(=O)NC2CCN(Cc3ccccc3)CC2)c(=O)c2ccccc21 | -0.2% | 4.0% | 5.5% | -4.2% | 0.1 | -18.4% | -3.9% | i | 2.0%
COc1cc(Cl)cc(C=O)c1OCC(=O)O | -0.7% | 12.4% | -2.4% | -11.0% | -0.6 | 6.1% | 9.5% | i | 3.0%
CN(C)CCCN(C(=O)c1cc2ccccc2oc1=O)c1nc2c(F)cccc2s1 | 2.1% | -2.4% | -1.1% | 3.3% | -4.2 | -0.6% | 14.9% | i | -2.5%
COC(=O)c1cc2ccccc2c(=O)s1 | 11.4% | 5.3% | 6.1% | -2.6% | 1.4 | 15.7% | 7.8% | i | -2.8%

Random excerpt: five entries already listed.
SMILES | Nrf2 activator | Nrf2 block | EPAC2 agonist | A549 tox | CCT modulator | TGFb SMAD3 inh | EPAC2 antagonist | Akt phos inh | Mm-Cpn inhibitor
CSc1cccc(NC(C)=O)c1 | -0.7% | -4.2% | 2.3% | -1.9% | -1.6 | 10.4% | -0.3% | i | 0.5%
C#CCNC(=O)c1ccc(OCc2ccccc2)cc1Cl | -0.1% | 14.2% | 9.9% | -1.4% | -5.1 | 10.7% | 8.0% | i | 0.1%
Cc1nn(C)c(C)c1CNC(=O)/C=C/c1ccccc1F | 3.5% | -13.5% | 12.4% | -8.7% | 0.2 | 3.3% | 18.9% | i | -0.2%
CCC(C(=O)NCCc1ccc(Cl)cc1)n1ccc2cc(S(=O)(=O)N3CCCCC3)ccc21 (stereo not given) | 4.0% | ? | . | -8.7% | . | -26.7% | . | . | .
Cc1csc(NC(=O)c2ccco2)n1 | ? | 25.3% | 1.0% | -14.7% | -13.9 | 14.6% | 0.0% | i | -0.3%

Screening results as filed in PubChem.
